SIAH1 antagonists – Siah-1 peptide-binding antagonists, primary screen, biochemical, fluorescence polarization, rhodamine-plectin, uHTS (AID 1817); displacement, % at 20 µM; hits with a dose series show IC50 in µM; Siah-1 / rhodamine-plectin peptide fluorescence polarization; higher % means a stronger effect; E3 ubiquitin-protein ligase SIAH1 (Homo sapiens); 290,000 tested, 0.02% active;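 active = displacement of at least 50% at 20 µM, with a fluorescence ratio check between 0.3 and a set limit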;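 note: plate controls were Siah plus tracer with DMSO for no effect and tracer alone without Siah for full effect; strong numbers were not always called active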
XIAP displacement – XIAP antagonists, biochemical, IAP family, fluorescence polarization (AID 1018). XIAP BIR domain, fluorescence polarization peptide displacement; higher % means a stronger effect. 200,000 tested, 0.007% active. displacement, % at 20 µM, or IC50 in µM where a hit was titrated. E3 ubiquitin-protein ligase XIAP (Homo sapiens); in the data active = displacement above about 50%; note: a part of the inactive calls stands beside numbers as strong as those of hits
TNAP activators – human TNAP enzyme activators, primary screen, biochemical, luminescent, no phosphate acceptor, uHTS (AID 1001). Alkaline phosphatase, tissue-nonspecific isozyme (Homo sapiens). purified TNAP, luminescent activation assay, no phosphate acceptor; higher activation fold means a stronger effect. one-dose activation fold at 20 µM; EC50 in µM for titrated hits. 200,000 tested, 0.03% active; in the data active = activation fold from about 3, or a potency from the dose series; inactive = the rest, 99 in 100 with activation fold below about 1.6; note: many of its hits are not listed in these tables
human PMI inhibitors – human PMI inhibitors, high substrate, primary screen, biochemical, fluorescence intensity, high mannose 6-phosphate (AID 1220); recombinant PMI enzyme, coupled fluorescence intensity; higher % means a stronger effect; 190,000 tested, 0.66% active; Mannose-6-phosphate isomerase (Homo sapiens); inhibition, % at 20 µM, or IC50 in µM where a hit was titrated
P. falciparum M1AAP – P. falciparum M1AAP inhibitors, biochemical, fluorogenic H-Leu-NHMec substrate, 1536-well (AID 1445); Aminopeptidase N (Plasmodium falciparum (isolate 3D7)); recombinant M1AAP, H-Leu-NHMec fluorogenic kinetic assay; higher % means a stronger effect; one-dose inhibition, % at 30 µM; IC50 in µM for titrated hits; 220,000 tested, 0.42% active;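 active = primary inhibition above the hit cutoff, then over 50% inhibition at one or more dose response concentrations, cut at about 23% in these data, passing the limit was not always enough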;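 note: plate controls were DMSO full reaction for no effect and no enzyme background for full effect; strong numbers were not always called active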
M17LAP inhibition – P. falciparum M17LAP inhibitors, primary screen, biochemical, fluorogenic H-Leu-NHMec substrate, 1536-well (AID 1619) | Leucine aminopeptidase (Plasmodium falciparum (isolate 3D7)) | recombinant M17LAP, H-Leu-NHMec fluorogenic kinetic assay; higher % means a stronger effect | inhibition, % at 30 µM, or IC50 in µM where a hit was titrated | 220,000 tested, 0.38% active;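 active = compound inhibiting the enzyme by more than half at any dose during confirmatory dose-response retesting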;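 note: plate controls were full reaction with DMSO carrier for no effect and no enzyme background for full effect; strong numbers were not always called active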
PMI inhibitors – inhibitors of human PMI, primary screen, biochemical, fluorescence intensity, coupled assay (AID 1209); Mannose-6-phosphate isomerase (Homo sapiens); purified PMI enzyme, coupled fluorescence intensity; higher % means a stronger effect; inhibition, % at 20 µM, or IC50 in µM where a hit was titrated; 190,000 tested, 0.42% active;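 note: plate controls were DMSO vehicle for no effect and wells lacking substrate for full effect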
Hep lipid drop – inhibitors of hepatocyte lipid droplet formation, primary screen, imaging, high-throughput imaging, BODIPY stain | AML12 mouse hepatocytes, oleate lipid droplets | inhibition, % at 6.5 µM | 240,000 tested, 0.4% active;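 active = lipid droplet intensity inhibited by at least 50%, with more than 500 cells counted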
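Technique: fluorescence imaging, 20x objective, two fields per well / Assay system: AML12 hepatocytes (mouse) / Measure: % inhibition of lipid droplet signal / Doses: 6.5 µM single-point dosing / Incubation: overnight exposure / Reagent: 100 µM oleic acid challenge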
K1F lysis inhibition – inhibition of K1F phage lysis, E. coli UTI89, bacterial capsule biogenesis inhibitors, alamar blue (AID 488966); E. coli UTI89 K1F phage lysis, alamar blue, 2 h; higher % means a stronger effect; inhibition, % at 100 µM, or IC50 in µM where a hit was titrated; 340,000 tested, 0.02% active;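 active = phage lysis inhibition, versus mean bacterial control, above a set limit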;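 note: capsule biogenesis inhibitors block K1F phage lysis so surviving cells raise fluorescence; higher fluorescence means more inhibition of phage lysis; actives were called in the ten point dose series up to 300 µM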
Hep lipid drop cells 6.5 µM – also measured in Hep lipid drop; calls as there; cell count; measured here: cell count, cytotoxicity flag;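 cells counted across two imaged fields per well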
Numbers without * were called inactive; . = not tested or not shown; [ ] = another dose, or the depositor's remark. Cut-off read from the data, not from the text of the source, unless noted: active = inhibition above about 50%; inactive = the rest.

SMILES | SIAH1 antagonists | XIAP displacement | TNAP activators | human PMI inhibitors | P. falciparum M1AAP | M17LAP inhibition | PMI inhibitors | Hep lipid drop | Hep lipid drop cells 6.5 µM | K1F lysis inhibition
COc1cc(S(=O)(=O)Nc2ncccc2C)c(OC)cc1Cl | -1% | -4.3% | 1.1 | 6% | 4% | 12% | 7% | -13 | 688 | 0.3%
COCc1nc2ccccc2n1Cc1ccccc1Br | -4% | -2.7% | 1.1 | 8% | 7% | -2% | 10% | . | . | 0.6%
O=C(O)CCSc1nnnn1-c1ccccc1 | 0% | -2.9% | 1.1 | -4% | -1% | 6% | 1% | . | . | 1.1%
CC1CCN(C(=S)c2cn(Cc3cccc(F)c3)c3ccccc23)CC1 | 6% | -15% | 1 | 14% | 1% | 20% | 16% | -61 | 718 | 0.1%
Cc1c(Cl)cccc1NC(=S)N(CCN(C)C)C(C)c1ccco1 (stereo not given) | 5% | . | . | . | -3% | 0% | . | 26 | 644 | 0.3%
Cc1ccc(-c2nnc3n2CCCCC3)cc1 | 0% | -4.6% | 1.1 | -1% | 7% | -3% | 4% | 2 | 752 | 0.1%
CCCCCCC(C)n1[nH]c(=O)c2c(C)cc(=O)[nH]c21 (stereo not given) | -3% | -5.4% | 1 | -1% | -2% | 2% | 3% | -7 | 730 | -2.7%
Cc1ccc(COn2c(-c3ccc(Cl)cc3)nc3ccc([N+](=O)[O-])cc32)cc1 | 3% | -2.2% | 0.7 | 14% | 11% | -4% | 4% | . | . | -0.1%
S=C(c1ccc(-c2ccccc2Cl)o1)N1CCOCC1 | 7% | -7.6% | 1.1 | 33% | 5% | 5% | 71%* | 5 | 771 | -0.1%
COc1ccc(C(=O)CSc2nccc(=O)[nH]2)cc1 | -6% | -5.3% | 1.1 | -2% | 5% | 20% | 2% | -2 | 673 | -0.1%
CC(C)(C)c1ccc(NC(=S)NCc2cccs2)cc1 | -4% | -3.1% | 1.3 | 8% | -3% | -2% | 9% | 22 | 760 | 1.7%
CCCCCC(O)CCC(=O)NNC1=CC(=O)CC(C)(C)C1 (stereo not given) | -3% | -7.1% | 1.1 | 18% | 0% | -3% | 1% | 1 | 670 | 4.4%
Cc1ccc(S(=O)(=O)N2CCC(C(=O)NNC(=O)c3ccc(F)cc3)CC2)cc1 | 2% | -4.6% | 1.2 | -16% | -1% | -2% | -18% | -1 | 683 | 0.7%
O=C(Nc1ccc2c(c1)OCCO2)c1coc2ccccc2c1=O | 8% | -6.0% | 0.9 | 6% | 2% | -7% | -3% | -2 | 615 | 1.5%
COc1cc(S(=O)(=O)Nc2cccnc2)ccc1F | 0% | 1.0% | 1.1 | 7% | -1% | -6% | 7% | 6 | 780 | 1.0%

Arranged by number of heavy atoms (high to low): some entries from above
SMILES | SIAH1 antagonists | XIAP displacement | TNAP activators | human PMI inhibitors | P. falciparum M1AAP | M17LAP inhibition | PMI inhibitors | Hep lipid drop | Hep lipid drop cells 6.5 µM | K1F lysis inhibition
Cc1ccc(COn2c(-c3ccc(Cl)cc3)nc3ccc([N+](=O)[O-])cc32)cc1 | 3% | -2.2% | 0.7 | 14% | 11% | -4% | 4% | . | . | -0.1%
CC1CCN(C(=S)c2cn(Cc3cccc(F)c3)c3ccccc23)CC1 | 6% | -15% | 1 | 14% | 1% | 20% | 16% | -61 | 718 | 0.1%
Cc1c(Cl)cccc1NC(=S)N(CCN(C)C)C(C)c1ccco1 (stereo not given) | 5% | . | . | . | -3% | 0% | . | 26 | 644 | 0.3%
COc1cc(S(=O)(=O)Nc2ncccc2C)c(OC)cc1Cl | -1% | -4.3% | 1.1 | 6% | 4% | 12% | 7% | -13 | 688 | 0.3%
COCc1nc2ccccc2n1Cc1ccccc1Br | -4% | -2.7% | 1.1 | 8% | 7% | -2% | 10% | . | . | 0.6%
Cc1ccc(-c2nnc3n2CCCCC3)cc1 | 0% | -4.6% | 1.1 | -1% | 7% | -3% | 4% | 2 | 752 | 0.1%

The listing continues.
Values run as follows: SIAH1 antagonists | XIAP displacement | TNAP activators | human PMI inhibitors | P. falciparum M1AAP | M17LAP inhibition | PMI inhibitors | Hep lipid drop | Hep lipid drop cells 6.5 µM | K1F lysis inhibition
> Cc1ccc(Nc2c(-c3ccc(C)o3)nc3ncccn23)cc1
→ 2% | . | . | . | 6% | 17% | . | -34 | 661 | 0.1%
> Cc1cc(NC(=O)CCC(=O)N(c2ccc(F)cc2)C(C(=O)NC2CCCC2)c2ccc(C)o2)no1 (stereo not given)
→ -8% | -5.8% | 1.1 | -2% | 4% | 15% | -1% | 14 | 775 | 0.0%
> COc1ccc(N2CCN(CC(=O)Nc3cccc(S(=O)(=O)N4CCOCC4)c3)CC2)cc1
→ 0% | -5.6% | 1 | 2% | 0% | 6% | 8% | -3 | 653 | 0.3%[50 µM]
> N#Cc1c(NC(=O)c2cc(C3CC3)on2)sc2c1CCC2
→ -2% | -9.7% | 1 | 7% | 18% | 5% | -4% | . | . | 0.8%
> O=C1CC(SCc2nc3ccccc3[nH]2)C(=O)N1c1cccc(F)c1 (stereo not given)
→ -6% | 2.0% | 1 | 5% | 17% | -8% | 10% | -5 | 677 | 0.0%
> COC(=O)C1C(=O)NC(SC)=C(C#N)C1c1ccccc1 (stereo not given)
→ -6% | -3.9% | 1 | 8% | 6% | -5% | 8% | . | . | 1.2%
> CCc1nc2ccccc2c(C(=O)OCC(=O)NC(=O)c2cccn2C)c1C
→ 10% | . | . | . | 1% | -4% | . | -1 | 694 | 0.1%
> Cc1cc(C(=O)OCC(=O)Nc2ccc(S(N)(=O)=O)cc2)c2ccccc2n1
→ -1% | -9.4% | 1 | -5% | -5% | 0% | -6% | -8 | 671 | -0.2%
> Cc1ccc(NC(=O)C(NCc2ccccn2)c2ccccc2)cc1 (stereo not given)
→ -1% | -0.9% | 1.1 | -6% | 1% | 8% | -8% | -104 | 743 | 5.5%
> O=C(/C=C\Nc1ccc2c(c1)OCO2)c1ccccn1
→ 2% | -2.6% | 0.9 | -4% | 8% | -3% | -9% | . | . | 0.0%
> COc1ccc(CCNC(C)=O)cc1
→ -1% | -0.8% | 1.1 | -5% | 14% | 9% | -5% | 3 | 727 | 1.5%
> CC(C)(CC(=O)O)Cc1nc(-c2ccc(Cl)cc2)no1
→ 0% | -1.2% | 1.1 | 5% | -4% | 25% | 4% | . | . | -0.7%
> COc1ccccc1CC(=O)N1CCCc2ccccc21
→ 2% | 2.4% | 1.1 | -4% | 7% | 3% | 4% | -19 | 790 | 1.4%
> COc1cc(CNCC(C)C)cc(Br)c1OCC(=O)Nc1ccccc1
→ 25% | -0.9% | 1.1 | -5% | -1% | 1% | -3% | -11 | 667 | -0.3%
> CCn1c(C)nc2cc(C#N)ccc21
→ -4% | -7.6% | 1.1 | -12% | 11% | -2% | -14% | 3 | 652 | 0.3%
> O=C(CCn1cccc1)NC1CCCc2ccccc21 (stereo not given)
→ 5% | -2.8% | 1.1 | 1% | 4% | 1% | 4% | . | . | 0.3%
> CCOn1c(=O)c(=O)n(OC)c2ccccc21
→ 5% | . | . | . | 12% | 9% | . | -2 | 758 | 0.9%
> COc1ccc(S(=O)(=O)N(C)CC(=O)N2CCC(C(N)=O)CC2)cc1
→ -1% | -5.6% | 1.1 | -1% | 0% | -19% | 4% | 11 | 782 | 0.3%
> Cn1cccc1Cc1nnc(SCC(=O)Nc2cccc(F)c2)n1CCc1ccccc1
→ -3% | -6.7% | 1 | 12% | 5% | 3% | 17% | 3 | 698 | 4.8%
> O=C(O)Cc1csc(-c2cccc(F)c2)n1
→ 0% | -17% | 1.1 | -4% | 4% | 5% | -20% | -13 | 752 | -2.4%
> Cc1cnc(C(=O)Nc2cc(S(=O)(=O)N3CCOCC3)ccc2N2CCN(C)CC2)cn1
→ 0% | 4.0% | 1 | 5% | 13% | 8% | 4% | -2 | 613 | 3.3%
> COc1ccccc1OCC(=O)OCn1c(SC)nnc(C)c1=O
→ -7% | -4.2% | 1.1 | 1% | -2% | 7% | -4% | 3 | 650 | 4.7%
> CNC(=S)N(Cc1ccc(Cl)cc1)Cc1cccs1
→ 0% | . | . | . | 2% | -6% | . | -4 | 740 | 1.0%
> COc1ccc(NC(=O)CCSCCc2ccccn2)cc1OC
→ 0% | -12% | 1.1 | 15% | 9% | 11% | -1% | -6 | 635 | 0.5%
> CCOC(=O)C1CSC(CC(=O)Nc2ccc(Cl)cc2)C(=O)N1 (stereo not given)
→ 0% | -6.9% | 1.1 | 18% | 7% | 13% | 17% | -20 | 549 | 0.6%[50 µM]
> Cc1ccc(S(=O)(=O)NCCCNC(=O)c2ccccc2)cc1
→ -5% | -5.6% | 1.1 | -6% | -1% | 2% | -3% | -3 | 781 | 0.8%
> Cc1ccc(C2C(C#N)=C(N)Oc3nc(-c4ccccc4)[nH]c32)o1 (stereo not given)
→ 0% | -1.0% | 1.1 | 16% | 12% | 94% | 9% | . | . | -0.9%
> O=C(CN(c1ccccn1)S(=O)(=O)c1ccc(F)cc1)Nc1ccccc1
→ 4% | -2.2% | 1.1 | -6% | 6% | 13% | -9% | 2 | 739 | 0.3%
> Cc1cccc(C)c1NC(=O)COC(=O)c1ccc2[nH]c3c(c2c1)CCCC3
→ 2% | -6.1% | 1.1 | 3% | -4% | 3% | 9% | 21 | 670 | 0.3%

Some of the entries so far, with each value named.
molecule: CCOC(=O)C1CSC(CC(=O)Nc2ccc(Cl)cc2)C(=O)N1 (stereo not given)
  SIAH1 antagonists: 0%
  XIAP displacement: -6.9%
  TNAP activators: 1.1
  human PMI inhibitors: 18%
  P. falciparum M1AAP: 7%
  M17LAP inhibition: 13%
  PMI inhibitors: 17%
  Hep lipid drop: -20
  Hep lipid drop cells 6.5 µM: 549
  K1F lysis inhibition: 0.6%[50 µM]
molecule: Cc1ccc(S(=O)(=O)NCCCNC(=O)c2ccccc2)cc1
  SIAH1 antagonists: -5%
  XIAP displacement: -5.6%
  TNAP activators: 1.1
  human PMI inhibitors: -6%
  P. falciparum M1AAP: -1%
  M17LAP inhibition: 2%
  PMI inhibitors: -3%
  Hep lipid drop: -3
  Hep lipid drop cells 6.5 µM: 781
  K1F lysis inhibition: 0.8%
